# HRas wt GTP: human HRas wildtype GTP binding, change in either direction. GST-Ras wt beads, Bodipy-FL-GTP binding, flow cytometry; actives lie on both sides. 190,000 compounds, 0.14% hits. AID 759. GTP binding activity, % at 10 µM;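 active means GTP binding activity at least 20% away from the 100% baseline, either lowered as inhibitor or raised as activator; inconclusive means flagged as likely green fluorescent, judged across all proteins in the well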;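 further: 0% = unlabeled GTP competition control and 100% = no-compound control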
# Target sequence (P01112 whole entry, looked up): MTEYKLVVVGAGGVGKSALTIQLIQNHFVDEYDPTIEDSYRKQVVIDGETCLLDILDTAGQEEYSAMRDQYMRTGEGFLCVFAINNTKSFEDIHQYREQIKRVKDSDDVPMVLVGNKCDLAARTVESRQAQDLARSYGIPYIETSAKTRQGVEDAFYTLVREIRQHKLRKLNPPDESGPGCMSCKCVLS
# Mcl1-Noxa inh: disrupts binding of human Mcl-1 to Noxa peptide; AID 1022; inhibition, % at 21.7 µM; 220,000 compounds, 1.5% hits; Q07820; TR-FRET Mcl-1/Noxa peptide binding, 2 h;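 active means compounds that cut the protein-peptide binding signal by more than 50% relative to plate controls in a single-dose test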;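 further: His-tagged Mcl-1 with rhodamine Noxa BH3 peptide and terbium anti-His antibody; 0% = Mcl-1 plus Noxa peptide wells and 100% = peptide-only wells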
# Target sequence (Q07820 whole entry, looked up): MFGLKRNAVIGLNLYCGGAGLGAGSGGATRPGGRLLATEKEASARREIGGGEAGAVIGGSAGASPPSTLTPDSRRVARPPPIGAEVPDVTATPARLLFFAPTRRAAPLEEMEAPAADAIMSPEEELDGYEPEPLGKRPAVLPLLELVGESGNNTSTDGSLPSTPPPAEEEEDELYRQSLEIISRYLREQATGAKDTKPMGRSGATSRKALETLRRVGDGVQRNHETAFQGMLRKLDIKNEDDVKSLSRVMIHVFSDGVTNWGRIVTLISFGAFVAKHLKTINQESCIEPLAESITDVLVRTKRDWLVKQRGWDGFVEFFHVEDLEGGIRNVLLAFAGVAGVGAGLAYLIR
# Pf gametocyte: inhibitors of late stage P. falciparum gametocyte viability; P. falciparum stage V gametocytes, ATP luminescence, 24 h; inhibition, % at 10.9 µM; 150,000 compounds, 0.065% hits; AID 743093;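 active means inhibition above the mean plus 3 SD of compounds within the control limits, set per campaign, cut at about 38% in these data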;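 further: 0% = DMSO wells and 100% = medium only without gametocytes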
# Rac1 wt modul: modulators of human Rac1 wildtype GTP binding; P63000; GST-Rac1 beads, fluorescent GTP binding, flow cytometry; actives lie on both sides; 0 = cold GTP competed, 100 = untreated; GTP binding activity (% of control), % at 10 µM; 190,000 compounds, 0.27% hits; AID 757;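 active means GTP binding activity at least 20 points away from the 100% control level, either lower or higher; inconclusive means compound flagged as likely green fluorescent, judged across all proteins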
# Mcl-1 Bim block: human Bim-Mcl-1 interaction inhibition; Q07820; Bead-based flow cytometry, Bim peptide-Mcl-1 binding; inhibition, % at 10 µM; 190,000 compounds, 0.1% hits; AID 1009; in the data active means inhibition above about 40%;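 further: 0% = no compound tracer wells and 100% = peptide blocker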
# Cdc42 wt: human Cdc42 wildtype GTP binding change, either direction. 190,000 compounds, 0.2% hits. AID 761. GST-Cdc42 beads, Bodipy-GTP binding, flow cytometry; actives lie on both sides. percent activity (GTP binding), % at 10 µM;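 active means percent activity GTP binding at least 20 points away from the 100% baseline, either down as inhibitor or up as activator; inconclusive means compound flagged as likely green fluorescent from well-wide comparison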;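 further: median bead fluorescence of bound Bodipy-FL-GTP at 100 nM; 0% = excess unlabeled GTP control and 100% = no compound control; below 100% means less GTP binding so inhibitor and above means activator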
# Target sequence (P60953 whole entry, looked up): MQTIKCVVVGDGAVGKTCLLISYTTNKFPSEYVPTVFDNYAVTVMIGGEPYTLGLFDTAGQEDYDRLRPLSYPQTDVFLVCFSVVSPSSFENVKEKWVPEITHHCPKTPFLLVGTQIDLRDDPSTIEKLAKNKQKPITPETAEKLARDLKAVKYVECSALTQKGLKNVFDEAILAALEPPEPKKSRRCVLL
# Avidin fluor: avidin bead compound fluorescence profile. AID 1775. fluorescence (KMESF) at 10 µM. Avidin beads, compound fluorescence 488/530 nm, flow cytometry; active compounds read high. 220,000 compounds, 0.38% hits; in the data active means fluorescence above about 47; further: inactives centre near 10
# Rab2 wt GTP: changes GTP binding to wildtype dog Rab2A, up or down; P61105; GST-Rab2 wt beads, Bodipy-GTP binding, flow cytometry; GTP binding activity, % at 10 µM; 190,000 compounds, 0.19% hits; AID 760;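 active means GTP binding activity at least 20 points away from 100%, either lowered or raised; inconclusive means signal likely due to the compound's own green fluorescence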;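 further: 0% = beads with excess unlabeled GTP and 100% = no-compound control corrected for plate trend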
# Rac1 act GTP bind: alters GTP binding to activated mutant human Rac1 | GST-Rac1 activated beads, fluorescent GTP binding, flow cytometry; actives lie on both sides; 100% means binding = to untreated wells | P63000 | percent activity (GTP binding), % at 10 µM | 190,000 compounds, 0.11% hits;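 active means GTP binding at least 20 percentage points away from the 100% baseline, in either direction, so actives lie on both sides; inconclusive means Compound likely fluorescent itself, or too few beads counted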
# Mcl1 Bid PPI: disrupts binding of human Mcl-1 to Bid peptide | Q07820 | TR-FRET Mcl-1/Bid-Dy647 peptide binding, 1536-well | inhibition, % at 21.7 µM | 220,000 compounds, 0.97% hits | AID 1021;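 active means compounds that cut the binding signal by more than half at the single screening dose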;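 further: His-tagged Mcl-1 with europium anti-His antibody binding Bid BH3 peptide; 0% = Mcl-1 plus peptide wells and 100% = peptide-only wells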
# Rab7 wt modul: dog Rab7 wildtype GTP binding, inhibitors and activators; GST-Rab7 beads, fluorescent GTP binding, flow cytometry; actives lie on both sides; untreated = 100%, excess cold GTP = 0%; GTP binding activity (percent of control), % at 10 µM; 190,000 compounds, 0.055% hits;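 active means fluorescent GTP binding to Rab7 beads changed by at least 20 points from the 100% baseline, either direction, mostly lower; inconclusive means compound itself probably fluorescent, or too few beads counted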;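 further: median green fluorescence of bound Bodipy-FL-GTP per Rab7 bead population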
# * marks the source's active call; other numbers are inactive results; ? = inconclusive; / = not tested or not shown; & = joins results of further samples.
# Preview:
SMILES,HRas wt GTP,Mcl1-Noxa inh,Pf gametocyte,Rac1 wt modul,Mcl-1 Bim block,Cdc42 wt,Avidin fluor,Rab2 wt GTP,Rac1 act GTP bind,Mcl1 Bid PPI,Rab7 wt modul
COc1ccccc1NC(=O)Cn1c(O)c(N=NC(=O)c2ccccc2O)c2ccccc21,?,36,-15,?,3,?,9,?,?,34,?
CCN1CCc2c(sc(N)c2C(N)=O)C1,101,14,/,104,12,107,28,101,98,-145,101

# The listing, repeating the preview:
SMILES,HRas wt GTP,Mcl1-Noxa inh,Pf gametocyte,Rac1 wt modul,Mcl-1 Bim block,Cdc42 wt,Avidin fluor,Rab2 wt GTP,Rac1 act GTP bind,Mcl1 Bid PPI,Rab7 wt modul
COc1ccccc1NC(=O)Cn1c(O)c(N=NC(=O)c2ccccc2O)c2ccccc21,?,36,-15,?,3,?,9,?,?,34,?
CCN1CCc2c(sc(N)c2C(N)=O)C1,101,14,/,104,12,107,28,101,98,-145,101
COc1cccc(-n2c(SCC(=O)NC3CCCCC3)nc3n[nH]c(C)c3c2=N)c1,?,24,5,?,2,?,11,?,?,-22,?
O=c1ccc(/C=C/c2ccccc2)nn1Cc1ccccc1,99,-1,-4,100,2,99,13,96,96,-4,94
COc1ccc(-n2cnc3sc(-c4ccccc4)cc3c2=O)cc1,104,-32,/,108,0,105,10,102,100,6,106
CCC1=NN(C(=O)CCc2ccccc2O)C(O)(C(F)(F)F)C1 (centres undefined),99,0,5,102,4,98,8,100,99,-20,97
Cc1cc(C)c2c(N)c(C(=O)NC3CC3)sc2n1,93,5,/,97,-2,94,32,92,93,-40,94
CN(C)/N=C/c1ccc(P(c2ccc(/C=N/N(C)C)o2)c2ccc(/C=N/N(C)C)o2)o1,93,13,14,92,0,92,18,91,93,-47,91
COc1cc(C(=O)NC2=NCCS2)ccc1OCc1c(C)noc1C,97,22,3,101,-19,99,5,99,96,-10,94
COc1ccc(CNC(=O)C2CCCN(S(=O)(=O)c3cnc[nH]3)C2)cc1 (centres undefined),99,-3,/,98,2,99,6,100,96,-38,100
Cc1cc(/C=N/NC(=O)c2cccc([N+](=O)[O-])c2)c(C)n1-c1ccc(Cl)cc1Cl,95,13,/,95,-1,94,17,93,95,-25,92
Fc1ccccc1CNc1ccc(Cl)c(Cl)c1,96,13,/,99,-1,100,26,97,98,3,94
COC(=O)c1[nH]c2ccc(C)cc2c1NC(=O)CN1CCC(C)CC1,97,7,/,98,-4,99,12,100,97,-31,97
Cc1ccc(C(c2nnnn2Cc2cccs2)N2CCN(C(=O)c3ccco3)CC2)cc1 (centres undefined),103,6,/,104,-2,103,7,101,101,-19,103
S=c1[nH]nc(COc2ccc(Cl)cc2)o1,98,22,8,102,0,103,36,95,97,-17,93
S=C1NCCc2ccc(Cl)cc2C1c1ccccc1Cl (centres undefined),98,13,/,104,-24,102,8,101,100,-16,93
COc1cc(/C=C/C(=O)OCC(=O)Nc2cc(S(=O)(=O)N3CCCCC3)ccc2C)ccc1O,96,-9,-2,100,-10,100,2,100,96,-78,100
Nn1c(SCC(=O)Nc2ccc3c(c2)OCCO3)nnc1-c1ccccn1,96,5,5,97,0,94,26,94,93,-2,96
COc1ccc(NC(=O)CSc2nnc(-c3ccoc3C)n2CC2CCCO2)cc1 (centres undefined),95,-3,/,98,-3,93,23,93,92,-5,90
NC(N)=N/N=C/c1c(Cl)cccc1Cl,100,25&17,/,107,-6,105,5&9,102,102,-50&1,103
Cn1c(C(=O)N2CCN(c3ccc([N+](=O)[O-])cc3)CC2)cc2c(=O)[nH]c3ccccc3c21,95,38,20,98,0,96,10,93,95,-19,98
CCN1C(=O)C(O)(C2COC(C)(C)CC2=O)c2ccccc21 (centres undefined),103,9,/,102,0,103,13,101,101,-23,100
COc1cc(NC(=O)CCC(=O)OCCCC(F)(F)C(F)(F)F)nc(OC)n1,95,5,11,89,0,93,6,95,93,8,98
Cc1ccc(CSC2=NCCN2S(=O)(=O)c2ccccc2)cc1,100,16,/,102,-2,96,12,99,97,6,101
O=C(Cc1ccc(S(=O)(=O)N2CCCC2)s1)Nc1nc2c(s1)CCCC2,96,35,17,98,-1,98,3,97,96,-4,97

# Part of the list above in order of formula weight, falling.
SMILES,HRas wt GTP,Mcl1-Noxa inh,Pf gametocyte,Rac1 wt modul,Mcl-1 Bim block,Cdc42 wt,Avidin fluor,Rab2 wt GTP,Rac1 act GTP bind,Mcl1 Bid PPI,Rab7 wt modul
COc1cc(/C=C/C(=O)OCC(=O)Nc2cc(S(=O)(=O)N3CCCCC3)ccc2C)ccc1O,96,-9,-2,100,-10,100,2,100,96,-78,100
Cc1ccc(C(c2nnnn2Cc2cccs2)N2CCN(C(=O)c3ccco3)CC2)cc1 (centres undefined),103,6,/,104,-2,103,7,101,101,-19,103
COc1ccccc1NC(=O)Cn1c(O)c(N=NC(=O)c2ccccc2O)c2ccccc21,?,36,-15,?,3,?,9,?,?,34,?
COc1ccc(NC(=O)CSc2nnc(-c3ccoc3C)n2CC2CCCO2)cc1 (centres undefined),95,-3,/,98,-3,93,23,93,92,-5,90
COc1cc(NC(=O)CCC(=O)OCCCC(F)(F)C(F)(F)F)nc(OC)n1,95,5,11,89,0,93,6,95,93,8,98
Nn1c(SCC(=O)Nc2ccc3c(c2)OCCO3)nnc1-c1ccccn1,96,5,5,97,0,94,26,94,93,-2,96
COc1ccc(CNC(=O)C2CCCN(S(=O)(=O)c3cnc[nH]3)C2)cc1 (centres undefined),99,-3,/,98,2,99,6,100,96,-38,100
S=C1NCCc2ccc(Cl)cc2C1c1ccccc1Cl (centres undefined),98,13,/,104,-24,102,8,101,100,-16,93
S=c1[nH]nc(COc2ccc(Cl)cc2)o1,98,22,8,102,0,103,36,95,97,-17,93
NC(N)=N/N=C/c1c(Cl)cccc1Cl,100,25&17,/,107,-6,105,5&9,102,102,-50&1,103
CCN1CCc2c(sc(N)c2C(N)=O)C1,101,14,/,104,12,107,28,101,98,-145,101

# The listing continues:
SMILES,HRas wt GTP,Mcl1-Noxa inh,Pf gametocyte,Rac1 wt modul,Mcl-1 Bim block,Cdc42 wt,Avidin fluor,Rab2 wt GTP,Rac1 act GTP bind,Mcl1 Bid PPI,Rab7 wt modul
COc1ccc(-c2[nH]ncc2CN2CCN(C3CCCCC3)C(=O)C2)cc1F,100,10,/,97,-6,96,2,99,93,-28,107
COC(=O)C1=C(NC(=O)C2CCCCC2)CCS1,99,1,0,102,-3,101,7,97,100,-33,98
COc1ccc2c(c1)-c1nc(/N=C/c3ccccc3O)sc1CC2,97,34,-9,104,0,102,20,97,99,-22,98
O=C(CNC(=O)c1ccccc1)NC1(C(=O)NC2CCCC2)CCCCC1,98,8,-3,104,-4,102,21,97,100,-8,97
Cc1onc(-c2ccccc2)c1C(=O)Nc1cc(C(F)(F)F)ccc1N1CCOCC1,101,-3,/,101,-2,104,37,102,100,-3,100
CC1=C(C(N)=O)C(c2ccccc2)n2nc(-c3ccncc3)nc2N1 (centres undefined),105,-11,/,111,5,106,20,104,103,-12,101
COc1ccc(N2CCN(C(CNC(=O)C3CCCCC3)c3cccnc3)CC2)cc1 (centres undefined),99,/,/,100,0,100,13,100,98,/,103
S=C(Nc1cccnc1)Nc1ccccc1Br,100,5,8,95,-1,91,9,99,96,-39,104
O=C(Nc1nc(-c2ccc3c(c2)OCO3)cs1)c1ccncc1,99,17,8,101,4,98,6,97,96,-28,100
CN(Cc1ccon1)C(=O)CCc1nnc(CCCCc2ccccc2)o1,99,4,-6,100,0,98,5,95,95,8,93
Cc1ccc(C)n1-n1c(C)nc2sc3c(c2c1=O)CCCCC3,102,16,/,102,2,100,14,98,96,-16,99
O=C(c1ccc(N2CCCCC2)c([N+](=O)[O-])c1)N(c1ccccn1)c1ccccn1,98,15,/,101,-7,104,7,100,95,-5,95
O=C(CSc1nc2ccccc2c(=O)n1-c1ccccc1)N1CCc2ccccc2C1,98,19,/,104,-3,99,11,99,98,1,102
CCOc1ccc(CC(=O)N2N=C(C)CC2(O)C(F)(F)F)cc1 (centres undefined),99,13,12,104,4,100,7,98,97,-2,93
Cc1cccc(C(=O)N(NC(=O)Oc2ccccc2)C(C)(C)C)c1,101,2,/,102,-3,99,11,99,100,-11,100
CC(=O)Nc1ccc(C#Cc2ccc(NC(C)=O)cc2)cc1,97,-7,/,96,0,97,15,96,97,-7,93
COc1cccc(NC(=O)Nc2cccs2)c1,101,6,/,104,0,101,7,98,98,-16,102
CCCc1nnc(NC(=O)CCC(=O)N2CCCCC2CC)s1 (centres undefined),101,23,-23,109,-2,102,8,101,102,1,99
Cc1cc(C)nc(SCc2cc(=O)c(OC(=O)c3ccc(S(=O)(=O)N4CCCC4)cc3)co2)n1,101,-3,14,107,2,105,3,101,99,2,101
COc1ccc(S(=O)(=O)N2CCc3ccccc32)cc1C(=O)OCc1nnc(-c2ccccc2)o1,96,6,-42,97,-2,92,26,93,95,8,99
COc1ccccc1CNc1ccc([N+](=O)[O-])cc1C,96,4,-5,95,1,90,13,94,90,-27,100
COCCn1c(CN2CC(C)CC(C)C2)nc2c1c(=O)n(C)c(=O)n2C (centres undefined),99,-25,/,99,-10,102,16,100,99,-25,98
COCCSc1nnc(NC(=O)Cc2ccc(OC)c(OC)c2)s1,96,-12,/,99,2,98,15,96,95,-34,96
CCOc1ccc(-n2c(=O)c3sccc3n(CC(=O)NCCc3ccc(OC)c(OC)c3)c2=O)cc1,97,-2,-18,98,-2,100,13,97,98,-8,98
O=C(COc1ccc(C(=O)c2ccccc2)cc1)NCC(=O)Nc1ccccc1Br,94,13,-3,92,0,93,14,91,89,-13,95

# The list continues:
SMILES,HRas wt GTP,Mcl1-Noxa inh,Pf gametocyte,Rac1 wt modul,Mcl-1 Bim block,Cdc42 wt,Avidin fluor,Rab2 wt GTP,Rac1 act GTP bind,Mcl1 Bid PPI,Rab7 wt modul
CCOc1ccc(N(CC(=O)N2CCN(c3ccccc3)CC2)S(=O)(=O)c2c(C)noc2C)cc1,98,-11,/,105,-1,99,9,97,100,-21,101
CCC1=Nc2cc(C(=O)NCc3ccco3)ccc2Sc2ccccc21,100,-2,/,100,-2,97,12,100,98,-33,100
CCOC(=O)c1ccc(NC(=O)CNS(=O)(=O)c2ccccc2)cc1,100,-1,/,106,-4,100,22,99,96,-5,96
CCOC(=O)Cn1cc(-c2ccccc2)nn1,102,-7,/,100,0,102,41,102,99,0,104
CCOC(=O)c1c(NC(=O)CC2SC(N)=NC2=O)sc2c1CCCC2 (centres undefined),95,17,/,100,-2,95,22,97,99,-10,96
Cc1ccc(-c2nnc(SCC(=O)O)n2N)cc1,104,6,8,103,-1,105,8,103,102,-30,99
